Pol kappa inh: inhibitors of human DNA polymerase kappa | Q9UBT6 | purified Pol kappa, fluorescent DNA synthesis assay, 10 min | Potency, µM (series often up to 107 µM), inactives show top-dose activity, negative = inhibition, actives largely listed as inhibitors | actives 0.53% (n = 400,000) | AID 588579; further: potency means the concentration at half of the fitted maximal effect; on the % scale 0 is the no-effect control and ±100 the full control effect
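Pol kappa 10 nM + cpd, 15 min RT; start w/ substrate 50 nM final; fluorescence kinetic read, 0 and 10 min. Neg ctrl: buffer, no enzyme.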
PGK inhibitor: T. brucei PGK inhibition | P07378 | PGK/GAPDH coupled, Kinase-Glo luminescence, 60 min | Potency, µM (top dose mostly 57.5 µM), for the others: at the top dose activity change, negative = inhibition, most hits filed as inhibitors | actives 0.043% (n = 380,000); further: potency means the concentration at half of the fitted maximal effect; on the % scale 0 is the no-effect control and ±100 the full control effect; nearly all actives have a fitted effect of over 60% in size
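Luminescent ATP detection (Kinase-Glo Plus) follows a 60-minute room-temperature incubation, with wells lacking PGK as controls. Buffer: 100 mM TEA (pH 7.6), 5 mM MgCl2, 0.01% Tween-20. Coupling enzyme GAPDH (100 nM final) supplies unstable 1,3-BPG in-well.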
RXFP1 antag: RXFP1 (human) relaxin receptor antagonism | Q9HBX9 | HEK293-RXFP1, relaxin-stimulated cAMP HTRF, 30 min; stronger effect = lower value | activity change, negative = inhibition, % at 57.5 µM | actives 0.59% (n = 350,000) | AID 1259400;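 active means activity change of -60% or lower, but not beyond a set lower limit; inconclusive means change between -60% and -40%, or beyond the set limit; inactive means change above -40%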; further: on the % scale 0 is the no-effect control and ±100 the full control effect
Pol iota inh: DNA polymerase iota (human) inhibition; Q9UNA4; Pol iota fluorescent replication assay, 10 min; Potency, µM (top dose mostly 115 µM), inactives show at the top dose activity, negative = inhibition, most hits filed as inhibitors; actives 1% (n = 390,000); AID 588590; further: potency means the concentration at half of the fitted maximal effect
Target sequence (Q9UNA4 whole entry, looked up): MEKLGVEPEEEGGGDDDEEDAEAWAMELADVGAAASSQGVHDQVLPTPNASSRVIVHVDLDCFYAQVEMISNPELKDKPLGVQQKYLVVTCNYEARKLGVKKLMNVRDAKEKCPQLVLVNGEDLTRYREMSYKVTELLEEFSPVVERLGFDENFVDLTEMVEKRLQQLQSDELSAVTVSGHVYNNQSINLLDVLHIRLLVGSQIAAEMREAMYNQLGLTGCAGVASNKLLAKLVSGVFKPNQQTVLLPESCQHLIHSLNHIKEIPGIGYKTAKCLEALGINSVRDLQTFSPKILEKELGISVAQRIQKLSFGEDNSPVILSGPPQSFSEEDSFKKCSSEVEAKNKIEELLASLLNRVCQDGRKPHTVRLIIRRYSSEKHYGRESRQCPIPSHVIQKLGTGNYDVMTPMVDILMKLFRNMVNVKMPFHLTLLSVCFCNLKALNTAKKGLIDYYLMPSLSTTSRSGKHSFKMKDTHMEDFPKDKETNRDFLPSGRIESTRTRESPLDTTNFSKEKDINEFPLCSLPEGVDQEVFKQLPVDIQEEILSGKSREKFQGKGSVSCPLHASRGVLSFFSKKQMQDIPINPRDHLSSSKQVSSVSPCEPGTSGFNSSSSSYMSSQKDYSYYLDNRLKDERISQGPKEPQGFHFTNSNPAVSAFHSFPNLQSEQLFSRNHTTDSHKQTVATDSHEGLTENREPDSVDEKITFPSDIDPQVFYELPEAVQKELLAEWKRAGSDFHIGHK
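Fluorescent replication assay read twice, at 0 min and 10 min after adding 50 nM (final) substrate. Enzyme (10 nM) and compounds were first incubated 15 min at room temperature; enzyme-free buffer wells were negative controls.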
Pol eta inh: inhibitors of human DNA polymerase eta | Q9Y253 | recombinant Pol eta, fluorescent DNA replication assay | Potency, µM (doses to about 114 µM), inactives show at the top dose activity change, negative = inhibition, most hits filed as inhibitors | actives 1.2% (n = 390,000); further: potency means the concentration at half of the fitted maximal effect; on the % scale 0 is the no-effect control and ±100 the full control effect
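Pol eta (10 nM) was preincubated with compounds for 15 min at room temperature, after which fluorescent replication substrate (50 nM final) was added to start the reaction. Fluorescence was read kinetically at 0 and 10 min.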
BLM inh: inhibitors of human Bloom syndrome helicase BLM. actives 0.2% (n = 350,000). Potency, µM (titrated, usually from 56.1 µM), without a hit: at the top dose activity change, negative = inhibition, hits mostly inhibitors. recombinant BLM DNA unwinding, fluorescence dequenching;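 further: potency means the concentration at half of the fitted maximal effect; plate controls were vehicle for no effect and no enzyme for full effect; nearly all actives have a fitted effect of over 35% in size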
APE1 inh: inhibitors of human APE1 endonuclease; P27695; recombinant APE1, TAMRA/BHQ-2 abasic DNA cleavage fluorescence; Potency, µM (titrated, usually from 65.8 µM), for inactives: at the highest dose activity change, negative = inhibition, hits mostly inhibitors; actives 0.35% (n = 350,000);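 further: potency means the concentration at half of the fitted maximal effect; plate controls were vehicle for no effect and reference inhibitor for full effect; nearly all actives have a fitted effect of over 55% in size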
Target sequence (P27695 whole entry, looked up): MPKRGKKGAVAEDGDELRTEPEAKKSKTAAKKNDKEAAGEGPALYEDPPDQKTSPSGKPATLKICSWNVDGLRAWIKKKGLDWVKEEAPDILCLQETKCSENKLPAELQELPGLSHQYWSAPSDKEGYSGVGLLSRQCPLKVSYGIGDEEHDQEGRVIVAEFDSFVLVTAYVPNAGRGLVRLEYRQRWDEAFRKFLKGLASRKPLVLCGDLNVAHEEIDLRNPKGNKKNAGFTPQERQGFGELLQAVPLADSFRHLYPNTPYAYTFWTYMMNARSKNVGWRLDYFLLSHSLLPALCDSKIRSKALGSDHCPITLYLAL
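Kinetic fluorescence read (525 ex/598 em nm, three reads 60 s apart) of AP-site incision; signal = third minus first read. Enzyme 0.75 nM, dual-labelled THF duplex 50 nM, compound preincubation 15 min RT.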
POLB inh: inhibitors of human DNA polymerase beta | P06746 | AID 485314 | Pol beta primer extension/strand displacement, fluorescence kinetic | actives 1.3% (n = 340,000) | Potency, µM (top dose mostly 114 µM), inactives show at the highest dose activity change, negative = inhibition, usual class: inhibitors; further: potency means the concentration at half of the fitted maximal effect; on the % scale 0 is the no-effect control and ±100 the full control effect
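10 nM enzyme + cpd, 15 min RT; start with substrate 50 nM final; read 0 min and after 10 min RT. Corrected, normalized data; 4-parameter Hill curve fit.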
Apoferritin bind: binds horse apoferritin like a general anesthetic | P02791 | apoferritin/1-aminoanthracene competitive binding, fluorescence | Potency, µM (doses to about 77.5 µM), without a hit: at the highest dose activity change, negative = displacement, most hits filed as inhibitors | actives 0.074% (n = 350,000); further: potency means the concentration at half of the fitted maximal effect; on the % scale 0 is the no-effect control and ±100 the full control effect; nearly all actives have a fitted effect of over 20% in size
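In PBS, apoferritin at 10 uM is loaded with 1-AMA from a 50% saturated solution. After 10 min of compound exposure at ambient temperature, reduced 535 nm fluorescence indicates probe displacement.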
* = called active by the depositor; i = inactive; ? = inconclusive; nt = not tested or not shown; [ ] = remark or other dose. Unless noted, the call rests on the fitted dose curve; in most records, active means well fitted curve in the direction sought with a large enough effect; inconclusive means small, poorly fitted or top-dose-only effect, or another doubt; inactive means no such curve, though single readings can be large; an effect the other way counts as inactive or inconclusive.

Order of values: Pol kappa inh, PGK inhibitor, RXFP1 antag, Pol iota inh, Pol eta inh, BLM inh, APE1 inh, POLB inh, Apoferritin bind
> O=C(CC(=O)Nc1cccc(Cl)c1)N/N=C\c1ccccc1
→ ?, 5%, -9, ?, -5%, -3%, -1%, -28%, ?
> CC(C)C[C@@H](CNCC(=O)[C@H](C)NC(=O)c1[nH]cnc1C(=O)N[C@H](CN)CC(C)C)NC(=O)c1nc[nH]c1C(=O)N[C@@H](C)C(=O)O
→ 5%, -1%, nt, ?, -15%, nt, nt, nt, nt
> Cc1oc(-c2ccccc2F)nc1CS(=O)(=O)CC(=O)NCc1ccco1
→ -12%, 3%, 4, 0%, -10%, 1%, 0%, 1%, -7%
> Cc1cc(OCC(=O)Nc2cccc(S(=O)(=O)N3CCCCC3)c2)ccc1Cl
→ 5%, -6%, -6, -15%, -10%, nt, 2%, nt, nt
> O=C(O)c1ccccc1C(=O)Nc1ccc(Oc2ccc3ccccc3c2)cc1
→ -16%, -9%, 3, 56%[activator], -10%, -5%, -5%, 2%, ?
> COc1ccc(NS(=O)(=O)c2ccc(N3CCCC3)c(NC(=S)Nc3cccc(S(=O)(=O)N(C)C)c3)c2)cc1
→ nt, nt, nt, nt, nt, -4%, -3%, 31%, -13%
> Cc1ccccc1N1CC(c2nc3ccccc3n2Cc2ccc(Br)cc2)CC1=O (stereo not given)
→ 11%, -8%, nt, 15%, -23%, -1%, nt, 1%, -5%
> CCCn1c(=NC(=O)CS(=O)(=O)c2ccccc2)sc2cc(S(C)(=O)=O)ccc21
→ 5%, -4%, -11, 26%, -15%, nt, 0%, nt, nt
> Cc1cc(C(=O)NCc2ccc3c(c2)OCO3)n(-c2ccccc2)n1
→ 2%, 7%, -6, 16%, -1%, 2%, 25%, 2%, -7%
> O=C(CNS(=O)(=O)c1ccccc1)OCc1cccc([N+](=O)[O-])c1
→ -7%, -5%, 7, -20%, -9%, 6%, 5%, -14%, -3%
> Cc1ccc(/C=C/c2onc(C)c2S(=O)(=O)N2CCC(C(=O)Nc3cc(C)ccc3C)CC2)cc1
→ -8%[60.1 µM], i, nt, -6%, 3%, -2%, nt, 4%, -8%
> COc1ccc(N(C)C(=O)Cn2cnc3sc(C)c(S(=O)(=O)N4CCN(c5ncccn5)CC4)c3c2=O)cc1
→ -2%, 7%, nt, 19%, -25%, -3%, nt, -11%, -7%
> Cc1cc(=O)[nH]c(SCc2cccc3ccccc23)n1
→ -6%, -6%, -15, 112%[activator], -14%, 0%, -8%, ?, -8%
> CN(C)CCNC(=O)Cc1ncc(C(F)(F)F)cc1Cl
→ -5%, i, -19, 16%, -21%, 0%, 13%, 28%, 2%
> Cc1ccc(OCC(=O)N2N=C(c3cccnc3)CC2(O)C(F)(F)F)cc1C (stereo not given)
→ -14%, 1%, 19, 4%, -14%, 0%, 2%, 14%, -22%
> CCN(CC)c1ccc(/C=N/NC(=O)c2cccc(S(=O)(=O)N3CCOCC3)c2)cc1
→ 0%, -4%, -11, 28%, -15%, -3%, -6%, 0%, 2%
> COc1cccc(N=C(N)N)c1
→ -10%, 3%, -5, -10%, 0%, -7%, -1%, 30%, -3%
> CN1CCc2c(sc3c2C(=O)NC(c2ccco2)N3)C1 (stereo not given)
→ -21%, 6%, -9, 35%[activator], 1%, -4%, -9%, -1%, -2%
> Cc1ccccc1OCC(=O)Nc1cc(-c2cccc(Br)c2)nn1-c1ccccc1
→ 2%[60.1 µM], i, nt, 22%, -15%, -1%, nt, 5%, -2%
> S=c1[nH]nc(-c2ccc3ccccc3n2)n1-c1cc(Cl)cc(Cl)c1
→ -14%, 6%, -11, -10%, ?, -8%, 0%, 1%, -2%
> O=C(Nc1ccc(F)cc1)C1C(c2ccccc2)C1(Cl)Cl (stereo not given)
→ -6%, -1%, -24, -8%, -11%, -8%, 7%, -11%, 0%
> Cc1ccc(-c2n[nH]c(=O)c3ccccc23)cc1S(=O)(=O)NC(C)(C)C
→ 1%, -8%, 3, 45%[activator], -19%, 14%, 3%, 7%, -5%
> CCOC(=O)c1c(NC(=O)COc2ccc(OC)cc2)sc(C(=O)N(CC)CC)c1C
→ -4%, nt, -7, -12%, nt, -8%, nt, 3%, 57%[activator]
> CCc1ccc(NC(=O)Nc2nnc(N(C)C3CCCCC3)s2)cc1
→ -1%, 3%, 0, 16%, -23%, -4%, nt, -20%, ?
> C#CCOCCOCCOCCNc1nc(N2CCN(C(=O)[C@H](CCCCN)n3cc(CC(C)O)nn3)CC2)nc(N2CCN(C(=O)[C@H](Cc3ccc(O)cc3)n3cc(CCO)nn3)CC2)n1 (stereo not given in full)
→ 0%, -7%, nt, -5%, 2%, nt, nt, nt, nt
> O=c1c(CN2CCN(Cc3ccccc3)CC2)coc2ccc(Cl)cc12
→ -10%, 1%, 13, ?, -12%, -9%, 0%, -2%, -12%
> Cc1ccsc1CN(Cc1ccco1)c1cnc(S(C)(=O)=O)nc1C(=O)Nc1ccc(Cl)cc1
→ -2%, i, -12, 33%[activator], 3%, -4%, nt, 26%, -14%
> Cc1ccc(OCC(=O)N2CCC(N3CC(C)CC(C)C3)CC2)cc1 (stereo not given)
→ -6%, 4%, 3, 333%[activator], 1%, 1%, 15%, -1%, -8%
> CCCCc1ccc(NC=C2C(=O)OC3(CCCCC3)OC2=O)cc1
→ 1%, -6%, -5, -3%, -4%, -8%, 1%, -12%, -12%
> CCN(c1ccccc1)S(=O)(=O)c1cc(C(=O)OC(C)C(=O)Nc2ccc3c(c2)OCCO3)ccc1C (stereo not given)
→ ?, -14%, 8, ?, ?, -14%, 11µM*, 10µM*, -14%
> O=C(Nc1ccccc1Br)c1cc(=O)c2ccccc2o1
→ 4%, -4%, -8, 28%, -8%, 1%, -2%, -11%, -7%
> CCCCCCN1C=C/C(=C\C=C(C#N)C#N)c2ccccc21
→ -7%, -6%, -1, -23%, -11%, -9%, 3%, -11%, -9%
> COc1ccc(CCNC(=O)CSc2nc3cc(Cl)ccc3o2)cc1OC
→ -6%, 0%, -12, 15%, -15%, 0%, -4%, -9%, -13%
> Cc1c(C)n(Cc2ccc(F)cc2)c2ccc(C(=O)Nc3ccc(Cl)cc3)cc12
→ -11%, i, -28, -17%, -2%, -4%, nt, -13%, 9%
> Oc1ccc(Cl)cc1C=NCCc1ccccc1
→ -11%, 5%, -8, 6%, 2%, -1%, 0%, 18%, -2%
> O=C(COc1ccc2c(c1)OCO2)Nc1nnc(Cc2ccccc2)s1
→ 1%, -3%, 9, 40%[activator], -5%, -2%, 0%, 33%, 1%
> O=C(CN(C(=O)C1CSC(=O)C1)c1cccc(F)c1)NCc1ccc2c(c1)OCO2 (stereo not given)
→ -16%, 1%, 3, 99%[activator], 3%, 0%, 15%, 12%, -8%
> CSCCC(NC(=O)c1ccco1)C(=O)N(C)CC(=O)Nc1ccccc1Br (stereo not given)
→ -15%, 4%, -2, 35%[activator], -16%, nt, 8%, nt, nt
> O=C(O)c1cc(NCc2ccc3c(c2)OCO3)ccc1N1CCOCC1
→ -34%, -12%, -9, ?, 11%, -4%, -6%, -6%, -2%
> NC(=O)C1CCN(c2nc3ccccc3nc2NS(=O)(=O)c2ccc(Br)cc2)CC1
→ -13%, -1%, -3, 66%[activator], ?, nt, 0%, nt, nt
> c1ccc2oc(-c3ccn[nH]3)cc2c1
→ 0%, -2%, -5, 37%[activator], -12%, 1%, 13%, 10%, -6%
> COc1cccc(CN2CCC(Oc3ccc(C(=O)NCc4ccccn4)cc3)CC2)c1O
→ 3%, -4%, 8, ?, -8%, 2%, 13%, 15%, -11%
> CCOC(=O)CSc1nnc(CSc2nc3sc4c(c3c(=O)[nH]2)CCCC4)n1-c1ccccc1
→ -9%, 8%, -7, -1%, 7%, -6%, -3%, 6%, -15%
> CC(C)c1ccc(OCC(=O)Nc2ccncc2)cc1
→ -4%, -10%, -8, 13%, 2%, 0%, 13%, 21%, -11%
> O=C(COc1ccccc1)Nc1ccc(OCc2cc(=O)n3ccsc3n2)cc1
→ -3%, 6%, nt, 45%[activator], -16%, -8%, nt, 2%, 1%
> Cc1noc(C)c1S(=O)(=O)N(C)C[C@H]1Oc2c(NC(=O)Nc3ccc(C(F)(F)F)cc3)cccc2C(=O)N([C@H](C)CO)C[C@@H]1C
→ -19%, 0%, nt, -6%, -10%, nt, 27%, nt, nt
> COc1ccc(Cn2c(C(=O)O)c(CNC3CCCC3)c3ccc(OC)cc32)cc1
→ -28%, 9%, nt, 13%, -18%, 2%, nt, 6%, 5%
> CCCC/C=C/[C@H](c1ccccc1)[C@H](CO)Cc1ccccc1
→ -15%, nt, nt, 16%, nt, -13%, -1%, nt, -1%
> CSc1cccc(NC(=S)N2CCCN(Cc3cccc(Cl)c3)C2)c1
→ -5%, -6%, -11, 17%, -24%, -6%, 2%, 3%, 43%[activator]
> C[C@H](CO)N1C[C@H](C)[C@@H](CN(C)S(=O)(=O)c2cccs2)Oc2ccc(NC(=O)CCC(F)(F)F)cc2C1=O
→ -8%, 10%, nt, 0%, -8%, nt, -11%, nt, nt
> NC(=O)c1ccccc1OCC(=O)N1CCCc2ccccc21
→ -2%, 9%, -5, 49%[activator], -9%, -2%, 2%, 17%, -14%
> CC(C)CC(c1nnnn1C1CCCCC1)N1CCN(C(=O)c2ccco2)CC1 (stereo not given)
→ -11%, 3%, 7, 82%[activator], 4%, -4%, -17%, 19%, -5%
> COc1ccc(Cl)cc1NC(=O)CCS(=O)(=O)c1ccc(C)cc1
→ -16%, -2%, 2, 138%[activator], -2%, -3%, -11%, 16%, 1%

Assay outcomes as filed in PubChem BioAssay.

These rows are one share of the data; the hit share may differ from the screen's.
